Screening data as filed in PubChem.
T cell modulator = modulators of CD8 T cell-vesicle binding, primary screen, mouse 2C CD8+ T cells, flow cytometry. 2C CD8+ T cell-vesicle binding; stronger effect = lower value. calls only at 7 µM. actives 0.068% (n = 330,000);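 active = response, share of CD8 T cells binding vesicles, and their 90th percentile fluorescence all below set limits, cut at about 80% in these data, passing the limit was not always enough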
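Test system: purified 2C TCR transgenic mouse naive CD8+ T cells. Probe or stimulus: QL9-peptide-loaded Drosophila micro-vesicles bearing Ld, ICAM-1 and B7-1. Incubation: binding step 1.5 h, 37 °C, antibody labelling 20 min, ice. Measured by: flow cytometry of vesicle-bound cells.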
West Nile antiviral = West Nile virus antiviral activity, cell-based, CPE readout (AID 1621). West Nile virus-infected cells, CPE inhibition; higher % means a stronger effect. one-dose CPE inhibition, % at 10 µM; IC50 in µM for titrated hits. actives 0.02% (n = 290,000); in the data active = a potency from the dose series; inconclusive = CPE inhibition mostly from about 3.7% at the one dose, without a potency; inactive = the rest, 99 in 100 with CPE inhibition below about 2.2%; also: strong numbers were not always called active
Myeloid diff 2 = induction of myeloid progenitor differentiation, primary screen, cell-based, flow cytometry, MLPCN library; ER-HoxA9 myeloid progenitors, lysozyme-GFP differentiation; calls only at 10 µM; actives 1% (n = 360,000); AID 624256, 2012;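 active = normalized GFP-positive differentiation at or above the plate's own cutoff, the solvent-only control mean plus 3 SD; inconclusive = no clear call, values can overlap the other calls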;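 also: cells exposed to compound for four days before flow analysis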
T cell modulator vesicle-bound % = also measured in T cell modulator; calls as there; double positive events, %; measured here: CD8+ vesicle-bound cell fraction;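 binding gate set so that unloaded-vesicle control wells show 10% double positive cells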
Myeloid diff 2 GFP+ MAC1+ % = further read-out of Myeloid diff 2, marked with its call; GFP+ MAC1+ double positive, %; measured here: differentiation confirmed by MAC1 staining
* marks the source's active call; other numbers are inactive results; i = inactive; u = inconclusive; x = not tested or not shown; + = active, no number. These rows are one share of the data. The share of hits here may be higher or lower than overall.

SMILES	T cell modulator	T cell modulator vesicle-bound %	West Nile antiviral	Myeloid diff 2	Myeloid diff 2 GFP+ MAC1+ %
CC(C)(C)c1ccc(C(=O)NC2CCS(=O)(=O)C2)cc1 (configuration not stated)	i	25	-0.4%	i	0.8
Cc1ccccc1N1CCN(Cc2ccc([N+](=O)[O-])o2)CC1	i	65	-0.5%	i	0.8
Cc1csc(NC(C)c2nc3cc(Cl)c(N4CCCCC4)cc3n2CCOCCO)n1 (configuration not stated)	i	14	-0.1%	i	1.3
CCOC(=O)CCc1c(C)nc2c(c(C)nn2-c2ccccc2)c1C	i	25	0.1%	i	0.5
Cc1cccc(NC(=O)C2CCN(S(C)(=O)=O)CC2)c1C	i	45	-1.1%	i	0.5
CCN(CC(=O)Nc1cccc(OC)c1)C(=O)c1ccco1	i	59	0.4%	i	0.6
CC(=O)C[C@H]1c2cc(C(F)(F)F)ccc2S(=O)(=O)N1c1ccccc1	i	34	1.2%	i	2.2
COCCNC(=O)NC(=O)CN1C(=O)NC(Cc2c[nH]c3ccccc23)C1=O (configuration not stated)	i	23	0.9%	i	0.6
O=C1CCC([N+](=O)[O-])C(c2ccccc2C(F)(F)F)N1 (configuration not stated)	i	46	0.3%	i	0.3
CN1[C@@H]2CC[C@H]1CC(OC(=O)c1c[nH]c3ccccc13)C2 (some centres not stated)	i	28	0.5%	i	2.7
COc1cccc(C2Nc3ccccc3C(=O)N2c2ccc(F)cc2)c1O (configuration not stated)	i	17	1.4%	i	0.8
COc1cc(OC)cc(-c2oc3cccnc3c2C#CCCO)c1	i	56	-0.4%	i	0.9
COc1ccc(-c2cc(=O)oc3cc(OC(C)C(=O)NC4CC4)ccc23)cc1 (configuration not stated)	i	8	-0.5%	i	2.7
COc1cccc(C(=O)N2CCN(Cc3ccccc3Br)CC2)c1	i	28	-1.2%	i	0.3
O=C(O)c1cccc(Nc2ccnc(Nc3cccc(C(=O)O)c3)n2)c1	i	60	-0.4%	i	0.3
CC(C)(C)OC(=O)N1CCC(C(=O)N[C@H](C(=O)O)c2ccccc2)(c2ccccc2)CC1	i	15	-0.4%	i	0.6
Cc1oc2cc3oc(=O)c(CCC(=O)NCCCn4ccnc4)c(C)c3cc2c1C	i	26	-1.2%	u	x
CCCOc1ccc(N2C(=O)CC(N3CCN(c4ccc([N+](=O)[O-])cc4)CC3)C2=O)cc1 (configuration not stated)	i	56	-0.7%	i	0.4
CC1(C(=O)N2CCN(c3ccc([N+](=O)[O-])cc3)CC2)CC1(Cl)Cl (configuration not stated)	i	51	-1.2%	i	0.2
O=C(Nc1ccccc1F)n1ncc2cc(Cl)ccc21	i	55	0.0%	i	0.4
CC1(C)c2[nH]c3ccccc3c2C[C@@H]2C(=O)N(Cc3ccccc3F)C(=O)N21	i	22	-0.3%	i	2.4
O=C(NCc1ccccc1)C1=C[C@H](c2ccccc2)C[C@H](OCc2ccc(CO)cc2)O1	i	0	0.4%	i	2.1
CCOC(=O)NC1Cc2ccccc2C1Sc1ccccn1 (configuration not stated)	i	47	0.1%	i	0.6
Cc1[nH]n(C(N)=S)c(=O)c1N=Nc1ccccc1C(F)(F)F	i	34	-1.4%	i	0.6
CC1(C)CC(=O)c2c(O)cc(OCC(=O)Nc3ccc(CCO)cc3)cc2O1	i	59	0.5%	i	3.3
Nc1ccc(CCNc2ncnc3c2ncn3[C@@H]2O[C@H](CO)[C@@H](O)[C@H]2O)cc1	i	59	0.4%	i	2.9
CCN(CC)c1nc(-c2ccc(C(=O)NN)cc2)nc(-c2ccc(C(=O)NN)cc2)n1	i	35	-0.4%	i	1.6
O=C(NCCCN1CCOCC1)c1onc(CSc2ccccc2)c1C(=O)NCCCN1CCOCC1	i	32	-0.3%	i	1.1
Cc1ccc(C2C=C(c3ccccc3)Nc3ncnn32)cc1 (configuration not stated)	i	32	-1.7%	i	1.1
C/C=C(\C)C(=O)OC(C)(C)[C@H]1Cc2cc3ccc(=O)oc3cc2O1	i	14	-1.6%	i	0.4
CCOc1cc(/C=N/N=C/c2ccc(O)c(OCC)c2)ccc1O	i	14	-0.2%	i	0.6
CS(=O)(=O)Nc1cccc(C2=NN(C(=O)CCC(=O)O)C(c3cccs3)C2)c1 (configuration not stated)	i	47	0.8%	i	0.5
CCCCC(=O)NC(c1ccc(Cl)cc1)c1ccc2cccnc2c1O (configuration not stated)	i	13	u	i	0.6
Cn1cccc1C(=O)/C(C#N)=C/c1ccc(F)cc1	i	63	-0.4%	i	0.3
Cc1ccc(CSc2nc(N)cc(=O)[nH]2)cc1	i	29	0.5%	i	0.6
CC(C)(C)c1cc(C(=O)Nc2cccnc2)cc(C(=O)Nc2cccnc2)c1	i	8	-0.3%	i	0.5
Nc1n[nH]c(N)c1N=Nc1cccc(C(F)(F)F)c1	i	18	-0.3%	i	0.3
Cn1cc(CC(=O)NCc2ccc(F)cc2)c2ccccc21	i	22	2.8%	i	0.4
CCOC(=O)c1cnc2c(C)cc(Cl)cc2c1N1CCN(C)CC1	i	55	-1.0%	i	0.2
COc1cc(-c2cc[n+](C)cc2)ccc1O	i	17	-0.2%	i	1.4

Next section
Field names: A = T cell modulator; B = T cell modulator vesicle-bound %; C = West Nile antiviral; D = Myeloid diff 2; E = Myeloid diff 2 GFP+ MAC1+ %
mol: Cc1nccn1CC(O)COc1ccc(Cl)cc1Cl (configuration not stated)
  A: i; B: 39; C: -2.5%; D: i; E: 1.0
mol: CC1(c2nnc(-c3ccc(Cl)cc3)o2)CC(c2cccnc2)=NO1 (configuration not stated)
  A: i; B: 15; C: -0.7%; D: i; E: 0.3
mol: Cc1ccc(Cn2c(C(C)Nc3nc(-c4ccc(F)cc4)cs3)nc3cc(C(=O)NCCCO)ccc32)cc1 (configuration not stated)
  A: i; B: 12; C: 0.0%; D: i; E: 0.6
mol: COC(=O)C1=C(C)N(CCCC(=O)O)C(=O)NC1c1ccc(C#N)cc1 (configuration not stated)
  A: i; B: 10; C: -0.1%; D: i; E: 1.9
mol: COCCCNC(=O)CCn1nc(-c2ccc(Cl)cc2)ccc1=O
  A: i; B: 52; C: -0.8%; D: i; E: 0.4
mol: CC(=O)C1=C(O)C(=O)N(Cc2ccccc2)C1c1ccc(F)cc1 (configuration not stated)
  A: i; B: 57; C: 0.3%; D: i; E: 1.3
mol: COc1ccc(CN(CC(=O)NC2CCCC2)C(=O)CN2C(=O)COc3ccccc32)cc1
  A: i; B: 25; C: -0.6%; D: i; E: 0.3
mol: O=C(O)c1cc([N+](=O)[O-])c(Nc2cccc3ccccc23)c([N+](=O)[O-])c1
  A: i; B: 55; C: 0.9%; D: i; E: 0.4
mol: COC(=O)CCNC(=O)c1ccc2nc(Cc3ccc(OC)cc3)oc2c1
  A: i; B: 50; C: -0.1%; D: i; E: 2.6
mol: COc1ccc(CC(=O)N2CCN(c3ccccc3F)CC2)cc1OC
  A: i; B: 23; C: -2.8%; D: i; E: 1.0
mol: CCc1c(C)nc(N2CCN(Cc3ccc4c(c3)OCO4)CC2)[nH]c1=O
  A: i; B: 32; C: -1.1%; D: i; E: 0.9
mol: CCCNC(=O)c1onc(CSc2ccc(Cl)cc2)c1C(=O)NCCC(C)C
  A: i; B: 18; C: 3.2%; D: i; E: 1.2
mol: CN1CCN(C(=O)/C(=C/c2ccccc2F)NC(=O)c2ccccc2)CC1
  A: i; B: 20; C: 0.0%; D: i; E: 0.4
mol: O=C(CC1CCCC1)N1CCCC(Nc2cccc(F)c2)C1 (configuration not stated)
  A: i; B: 22; C: -0.2%; D: i; E: 0.6
mol: CCC(=O)NCCc1nc(-c2ccccc2)no1
  A: i; B: 26; C: -0.5%; D: i; E: 1.2
mol: CNC(C)C#Cc1ccc2c(=O)c3ccccc3oc2c1 (configuration not stated)
  A: i; B: 15; C: 0.5%; D: i; E: 2.2
mol: Cc1ccc2oc(C(=O)NCC3CCOCC3)c(C)c2c1
  A: i; B: 8; C: -0.1%; D: i; E: 1.3
mol: CCCCN(CC)CCNC(=O)c1cc2cc3ccc(Cl)cc3nc2o1
  A: i; B: 49; C: u; D: +; E: 3.1*
mol: CC1(C)C2CC[C@]3(C)C(CC=C4[C@@H]5C[C@@](C)(CO)[C@@H](O)C[C@]56C[C@@H](OC6=O)[C@]43C)[C@@]2(C)CC[C@@H]1O (some centres not stated)
  A: i; B: 42; C: 0.0%; D: i; E: 3.5
mol: CCOC(=O)CN1C(=O)N[C@@H](c2cccc(C(F)(F)F)c2)C(C(=O)OC)=C1C
  A: i; B: 19; C: -0.4%; D: i; E: 1.0
mol: Cn1c(=O)c(N=O)c(N)n(Cc2ccccc2)c1=S
  A: i; B: 45; C: 0.5%; D: i; E: 0.8
mol: COc1cccc(OC)c1C(=O)Nc1ccccc1NC(=O)c1c(OC)cccc1OC
  A: i; B: 10; C: -0.1%; D: i; E: 0.7
mol: Cc1ccccc1CCNC(=O)C1CC(O)CN1C(=O)Nc1ccccc1 (configuration not stated)
  A: i; B: 37; C: -1.2%; D: i; E: 0.8
mol: Oc1ccc(/C=N/Nc2ccc(Cl)nn2)cc1O
  A: i; B: 55; C: -0.2%; D: i; E: 0.2
mol: CCN(CC(=O)NCc1ccc(F)cc1)C(=O)c1ccc(C(=O)c2ccccc2)cc1
  A: i; B: 18; C: -0.3%; D: i; E: 0.3
mol: Cc1nc2ccccc2c(=O)n1/N=C/c1ccccc1F
  A: i; B: 36; C: 0.2%; D: i; E: 0.6
mol: CCc1c(C2(O)CCCCC2)[nH]c2cc(C(F)(F)F)ccc12
  A: i; B: 41; C: u; D: i; E: 2.5
